RNase H inhibition: RNase H inhibition, HIV 1 Gag Pol polyprotein, FRET biochemical assay, screening (AID 372) | hit rate 0.77% among 100,000 | one-dose inhibition, % at 10 µM; IC50 in µM for titrated hits | HIV-1 RT RNase H, FRET RNA/DNA substrate fluorescence; higher % means a stronger effect; in the data active means inhibition above about 50%
An asterisk follows results filed as active. Some of the compounds tested; rates above refer to the full screens.

SMILES	RNase H inhibition
CC(=O)Nc1cc(-c2nc3ccccc3s2)ccc1Cl	8.0%
COc1ccc(C2C(C(=O)OC3CCCCC3)=C(C)NC3=C2C(=O)CCC3)c(OC)c1 (configuration not stated)	10.0%
COc1ccc(/C=C2/C(=O)NC(=O)N(Cc3ccco3)C2=O)cc1C	12.0%
CCC(CC)=NNC(=O)C(=O)Nc1ccc(Cl)c(Cl)c1	8.0%
Cc1ccc(-c2nc3cc(Cl)cc(Cl)c3o2)cc1NC(=O)c1ccccc1[N+](=O)[O-]	22.0%
COc1ccc(CCNC(=O)c2ccc(I)cc2)cc1	0.0%
COc1ccc(CCNC(=O)CN(c2cccc(Cl)c2)S(=O)(=O)c2ccc(C)cc2)cc1	12.0%
CC(C)CN(CC(C)C)C(=O)c1ccccc1Br	0.0%
CCOC(=O)C1=C(N)Oc2c(ccc3ccccc23)C1c1ccccc1 (configuration not stated)	6.0%
Cc1cccc(NC(=O)CC2SC(=O)NC2=O)c1 (configuration not stated)	12.0%
Cn1c(SCCc2ccccc2)nc2c(c1=O)C1(CCCC1)Cc1ccccc1-2	10.0%
COC(=O)CN(c1ccc(Cl)c(Cl)c1)S(=O)(=O)c1ccccc1	15.0%
O=C(COc1ccccc1)NCC(=O)N/N=C/C(Br)=C/c1ccccc1	7.0%
Cc1ccc(OCC(=O)Nc2cc3nn(-c4ccc(C)cc4)nc3cc2C)cc1	2.0%
COc1cc(/C=c2/sc3nc4ccccc4n3c2=O)cc(Br)c1OC	7.0%
Clc1ccc(-c2nc3ccccn3c2/N=C/c2ccc(I)cc2)c(Cl)c1	13.0%
CC(C1CC1)N(Cc1ccccc1)C(=O)c1ccc(F)cc1 (configuration not stated)	2.0%
[O-][n+]1onc2c1ccc1nnnn12	12.0%
CC1(C)CC(NC(=O)COc2ccccc2)CC(C)(C)N1	4.0%
CCOc1ccccc1OCCCCOc1cccc(C)c1	7.0%
Cc1ccc(-c2csc(/C(C#N)=C\c3ccc(C)o3)n2)cc1	1.0%
CCN1CCN(c2ccc(C(=O)Nc3ccc(Cl)cc3)cc2[N+](=O)[O-])CC1	10.0%
O=C(Nc1ccc(Br)cc1)c1ccc(S(=O)(=O)N2CCCC2)cc1	3.0%
COc1ccc2c(c1OC)C(=O)OC2CC(=O)c1cc(Cl)ccc1O (configuration not stated)	10.0%
COC(=O)c1ccc2ccc3ccc(N)c4ccc1c2c34	0.0%
Cc1ccc2[nH]c3nc4nncn4nc3c2c1	2.0%
CN1CCN(C(=O)/C(=C\c2cccs2)NC(=O)c2ccccc2)CC1	0.0%
CCC12c3ccccc3C(c3ccccc31)C1C(=O)N(c3ccc(C)c(Cl)c3)C(=O)C12 (configuration not stated)	16.0%
O=C(Nc1ccc(Cl)c(Cl)c1)c1cc([N+](=O)[O-])ccc1N1CCCCC1	7.0%
CCCSc1nc2ccccc2c(=O)n1C1CCCC1	7.0%
COc1ccc(CN2CCN(Cc3cc(OC)c(OC)cc3OC)CC2)cc1	0.0%
O=C1C2C(c3ccccc3)C=CC(c3ccccc3)C2C(=O)N1c1cccnc1 (configuration not stated)	9.0%
Cc1ccc(CNC(=O)c2ccc([N+](=O)[O-])cc2)cc1	8.0%
Cc1cc(C)c2oc(-c3ccc(NC(=O)c4ccc([N+](=O)[O-])cc4Cl)cc3)nc2c1	12.0%
CC(C)(CO)N=Cc1c(O)[nH]c2ccccc12	0.0%
O=C(NC(=S)NC1CCSC1=O)c1ccco1 (configuration not stated)	4.0%
CC(C)Cc1ccc(C(C)C(=O)Nc2ccccc2O)cc1 (configuration not stated)	2.0%
C/C(=N\Nc1nc(C)cc(-c2ccccc2)n1)c1ccc(Cl)c(Cl)c1	0.0%
CCOc1ccccc1NC(=O)c1cc(Cl)ccc1Cl	11.0%
Cc1cc(OCC(O)CNC(C)C)ccc1C(C)C (configuration not stated)	12.0%

15 neighbouring records from above:
SMILES	RNase H inhibition
Cc1ccc2[nH]c3nc4nncn4nc3c2c1	2.0%
CN1CCN(C(=O)/C(=C\c2cccs2)NC(=O)c2ccccc2)CC1	0.0%
CCC12c3ccccc3C(c3ccccc31)C1C(=O)N(c3ccc(C)c(Cl)c3)C(=O)C12 (configuration not stated)	16.0%
O=C(Nc1ccc(Cl)c(Cl)c1)c1cc([N+](=O)[O-])ccc1N1CCCCC1	7.0%
CCCSc1nc2ccccc2c(=O)n1C1CCCC1	7.0%
COc1ccc(CN2CCN(Cc3cc(OC)c(OC)cc3OC)CC2)cc1	0.0%
O=C1C2C(c3ccccc3)C=CC(c3ccccc3)C2C(=O)N1c1cccnc1 (configuration not stated)	9.0%
Cc1ccc(CNC(=O)c2ccc([N+](=O)[O-])cc2)cc1	8.0%
Cc1cc(C)c2oc(-c3ccc(NC(=O)c4ccc([N+](=O)[O-])cc4Cl)cc3)nc2c1	12.0%
CC(C)(CO)N=Cc1c(O)[nH]c2ccccc12	0.0%
O=C(NC(=S)NC1CCSC1=O)c1ccco1 (configuration not stated)	4.0%
CC(C)Cc1ccc(C(C)C(=O)Nc2ccccc2O)cc1 (configuration not stated)	2.0%
C/C(=N\Nc1nc(C)cc(-c2ccccc2)n1)c1ccc(Cl)c(Cl)c1	0.0%
CCOc1ccccc1NC(=O)c1cc(Cl)ccc1Cl	11.0%
Cc1cc(OCC(O)CNC(C)C)ccc1C(C)C (configuration not stated)	12.0%

(more compounds)
SMILES	RNase H inhibition
COc1cc(OC)c(C=Nc2cccc(C(N)=O)c2)cc1Br	10.0%
COc1cc(/C=N/N2C(=O)CSC2=S)cc(Cl)c1OCCOc1ccc(Br)cc1	13.0%
CC1=C(C(=O)OCCOc2ccccc2)C(c2ccc(Cl)cc2Cl)NC(=O)N1 (configuration not stated)	11.0%
Cc1cccc(NS(=O)(=O)c2ccc([N+](=O)[O-])cc2)n1	3.0%
C=CCOc1ccc(/C=c2\sc3n(c2=O)C(c2ccccc2)C(C(=O)OCC)=C(C)N=3)cc1OC (configuration not stated)	0.0%
Cc1cc(N2CCCCC2)n2c(nc3ccccc32)c1C#N	0.0%
Cc1ccc(Cl)cc1NC(=O)C(=O)NCCc1ccccc1	4.0%
Cc1cc(N2CCOCC2)c2c(c1)c1ccccc1n2C	8.0%
Cc1oc(COc2ccc(C(=O)O)cc2)cc1C(=O)O	13.0%
Cc1cc2nn(-c3ccccc3)nc2cc1NC(=S)NC(=O)c1ccc(OC(C)C)cc1	47.0%
O=c1oc2cc(OCc3ccc(Br)cc3)ccc2c2ccccc12	11.0%
Cc1ccccc1OCC(=O)Nc1ccc(I)cc1	9.0%
COc1ccc(/C=C2\C(=O)NC(=O)N(c3ccccc3)C2=O)c2ccccc12	27.0%
Cc1n[nH]c(C)c1Sc1ccccc1N=Cc1cc(Br)cc(Br)c1O	14.0%
Cc1ccccc1OCC(=O)Nc1cccc(-c2nc3cc(Cl)cc(Cl)c3o2)c1	10.0%
CC(CN1CCCCCC1)C(=O)c1ccccc1 (configuration not stated)	0.0%
O=C(c1cc2cc(Br)ccc2oc1=O)N1CCN(C(c2ccccc2)c2ccccc2)CC1	10.0%
Cc1ccc(N2CC(C(=O)Nc3nccs3)CC2=O)cc1 (configuration not stated)	0.0%
COC(=O)c1sc(NC(=S)NC(=O)c2cc(I)ccc2Cl)nc1C	10.0%
COc1cccc(C(=O)Nc2ccc(N3CCN(C(C)=O)CC3)cc2)c1	8.0%
Cc1cc([N+](=O)[O-])ccc1-c1cc2ccccc2oc1=O	19.0%
COc1ccc(CSCC(=O)N/N=C/c2c(Cl)cccc2Cl)cc1	60.0%*
CCOC(=O)/C(C#N)=C\c1cn(-c2ccccc2)nc1-c1cccnc1	0.0%
COc1ccc(-n2c(O)c(/C=C3\C=CC=N3)c(=O)[nH]c2=O)cc1	10.0%
Fc1ccc(Nc2nc(N/N=C/c3ccccc3Cl)nc(N3CCCCC3)n2)cc1	24.0%
Cc1ccc(C2=N/C(=C\c3ccc(OCc4ccc([N+](=O)[O-])cc4)cc3)C(=O)O2)cc1	8.0%
O=C(Cc1cccs1)NCC1CCCO1 (configuration not stated)	14.0%
CC1=C(C(=O)Nc2ccc(C)c(Cl)c2)C(c2cccs2)NC(=O)N1 (configuration not stated)	0.0%
O=C(O)Cn1cc(/C=C2/C(=O)NC(=O)N(c3ccccc3F)C2=O)c2ccccc21	10.0%
COc1ccc(/C=C2\SC(=S)N(NC(=O)c3ccccc3C)C2=O)cc1	5.0%
CCCOc1ccc(N2C(=O)CC(N(CCc3ccccc3)C(=O)/C=C/C(=O)O)C2=O)cc1 (configuration not stated)	11.0%
O=[N+]([O-])c1ccccc1N[C@@H]1OC[C@@H](O)[C@H](O)[C@H]1O	6.0%
Cc1ccc(-c2nc3ccccc3s2)cc1NC(=O)COc1ccc(Br)cc1	44.0%
Cc1nc(C)c(-c2ccccc2)c(=O)[nH]1	15.0%
Oc1ccc(/C=N/c2nc3ccccc3s2)cc1	17.0%
O=C(Nc1ccc(I)cc1)C1COc2ccccc2O1 (configuration not stated)	8.0%
Nc1ccccc1C(=O)Nc1ccc(C(=O)O)cc1	0.0%
O=C(O)CCCC(=O)Nc1nc(-c2ccc(Cl)c(Cl)c2)cs1	2.0%
C=C(C)c1cccc(C(C)(C)NC(=O)N(Cc2ccccc2)Cc2ccco2)c1	6.0%
COc1ccc(C2CC(=O)C3=C(C2)NC(C)=C(C(=O)OCCc2ccccc2)C3c2ccccc2OC(C)C)cc1 (configuration not stated)	17.0%
O=C1c2cccnc2C(=O)N1c1ccc(Oc2ccc(N3C(=O)c4cccnc4C3=O)cc2)cc1	5.0%
CCC(C)OC(=O)C1=C(C)NC2=C(C(=O)CC(c3ccc(Cl)cc3)C2)C1c1ccc2c(c1)OCO2 (configuration not stated)	16.0%
O=C(CCCN1C(=O)c2cccc3cccc(c23)C1=O)NC1CCS(=O)(=O)C1 (configuration not stated)	2.0%
O=C1OC(c2sc3ccccc3c2Cl)=N/C1=C/c1ccccc1	22.0%
CCCCN(CCCC)C(=O)NC1(C)CCS(=O)(=O)C1 (configuration not stated)	5.0%
Cc1nc2ncccn2c1-c1csc(Nc2cccc(O)c2)n1	5.0%
COc1ccccc1/C=C(\C#N)c1nc(-c2ccc(Cl)c(Cl)c2)cs1	12.0%
CC(C)(C)C1CCc2c(sc3ncn4c(=S)[nH]nc4c23)C1 (configuration not stated)	5.0%
Cc1ccc(NC(=S)NC(=O)c2cccc(F)c2)cc1C	7.0%
COc1ccc(Cl)cc1C(=O)Nc1nc(-c2ccc(C)cc2C)cs1	38.0%
N#Cc1c(-c2ccc(Cl)cc2)cc(C2CC2)nc1N	27.0%
CC1=NN(c2ccccc2)C(=O)/C1=C/c1ccc(O)c(Br)c1	23.0%
COc1ccc(C(=O)Nc2ccc3oc(-c4ccccc4C)nc3c2)cc1[N+](=O)[O-]	17.0%
c1cc(-c2nc3ccccc3o2)cc(-c2nc3ccccc3o2)c1	12.0%
CC(=O)Nc1ccc(S(=O)(=O)N2c3ccccc3C(Nc3ccccc3)CC2C)cc1 (configuration not stated)	4.0%
C/C(=N\NC(=O)CSc1nc2ccccc2n1C)c1ccco1	33.0%
CCOC(=O)C1=C(C)N=c2s/c(=C\c3ccc(OCc4ccc([N+](=O)[O-])cc4)c(OCC)c3)c(=O)n2C1c1ccc(C)cc1 (configuration not stated)	21.0%
COc1ccc(C2=NN(c3ccccc3)C(c3ccccc3F)C2)cc1 (configuration not stated)	0.0%
O=c1sc2ccccc2n1COc1ccc(Cl)cc1	31.0%
O=C1NC(=S)N(c2ccccc2F)C(=O)/C1=C/c1ccc(OCc2cccc(C(=O)O)c2)cc1	9µM*

More entries
SMILES	RNase H inhibition
O=C1OC(c2sc3ccccc3c2Cl)=N/C1=C/c1ccc(C(=O)O)cc1	0.0%
O=C(Cc1ccccc1)Nc1ccc(/C=C/C(=O)c2ccccc2)cc1	6.0%
Cc1ccccc1NC(=O)CSc1cc(Cl)ccc1Cl	15.0%
Cc1cc2nc(-c3cc(NC(=S)NC(=O)c4cccc(Cl)c4)ccc3Cl)oc2cc1C	5.0%
C(=C\c1ccccc1)/CN1CCN(C2CCN(CCc3ccccc3)CC2)CC1	8.0%
CCOc1cc(/C=C2\SC(=S)N(c3ccccc3)C2=O)ccc1OC(=O)c1ccc(F)cc1	5.0%
Cn1c(/C=N/c2nc3ccccc3[nH]2)nc2ccccc21	21.0%
COc1cc(N2CCN(C(c3ccccc3)c3ccccc3)CC2)c([N+](=O)[O-])cc1[N+](=O)[O-]	2.0%
COc1ccc(-c2nnc(SCC(=O)NCCOc3ccccc3)n2-c2ccccc2)cc1	18.0%
S=C(c1ccc(-c2ccc(Cl)c(Cl)c2)o1)N1CCN(c2ccccc2)CC1	14.0%
CCOc1ccc(-n2nc3ccc(NC(=O)c4ccc([N+](=O)[O-])c(C)c4)cc3n2)cc1	35.0%
CC1=C(C(=O)OCC(Cl)(Cl)Cl)C(c2ccc(F)cc2)NC(=O)N1 (configuration not stated)	8.0%
Clc1ccc(-c2nc3cc(N=C/C=C/c4cccc(Br)c4)ccc3o2)c(Cl)c1	14.0%
COc1cc(C2=N/C(=C\c3ccc(N(C)C)cc3)C(=O)O2)cc(OC)c1OC	0.0%
CCCCOc1ccc(S(=O)(=O)N=Nc2c(O)[nH]c3ccc(Br)cc23)cc1	18.0%
CCOc1ccc(N(CC(=O)NC2CCCCC2)S(=O)(=O)c2ccc(Br)cc2)cc1	11.0%
CC(C)Cc1nnc(NC(=O)COc2ccccc2)s1	5.0%
Cc1ccc([N+](=O)[O-])cc1NC(=O)C1C2C3CCC(C3)C12 (configuration not stated)	9.0%
COc1ccc(OCC(=O)N2CCN(C(=O)c3ccc(-c4ccccc4)cc3)CC2)cc1	13.0%
O=C(O)/C=C\C(=O)Nc1ccccc1Br	11.0%
Cc1ccc2[nH]c(O)c(N=NC(=O)c3cc4ccccc4nc3C)c2c1	1.0%
Cc1ccc(N=C2NC(=O)/C(=C/c3ccc(C(=O)O)cc3)S2)cc1Cl	4.0%
CC(C)Cc1ccc(C#N)c(SCC(=O)c2ccccc2)n1	23.0%
CCN(CC)c1ccc(/C=C2\C(=O)N(c3ccccc3)N=C2C)cc1	7.0%
COc1ccc2nc(NC(=O)c3ccc(Cl)c(Cl)c3)sc2c1	25.0%
CCCOc1ccc(C(=O)NC(=S)Nc2cc(-c3nc4cc(C)cc(C)c4o3)ccc2C)cc1	22.0%
O=S(=O)(Nc1ccccc1Cl)c1ccc(F)cc1	0.0%
OC1CC(c2ccccc2)NC2(CCCC2)C1 (configuration not stated)	0.0%
